ASK1 primary: inhibitors of human ASK1 kinase | AlphaScreen MKK6 phosphorylation by ASK1, luminescence | inhibition, % at 7.44 µM | 22,000 tested, 0.99% active | Q99683; in the data active = inhibition above about 35%;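 also: 0% = median of compound wells and 100% = no enzyme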
ULK1 primary: human ULK1 kinase inhibition, primary screen | 30,000 tested, 1.9% active | O75385 | AlphaScreen Atg13 phosphorylation by ULK1, luminescence | inhibition, % at 5.96 µM; in the data active = inhibition above about 43%;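 also: 0% = median of compound wells and 100% = no enzyme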
Target sequence (O75385 whole entry, looked up): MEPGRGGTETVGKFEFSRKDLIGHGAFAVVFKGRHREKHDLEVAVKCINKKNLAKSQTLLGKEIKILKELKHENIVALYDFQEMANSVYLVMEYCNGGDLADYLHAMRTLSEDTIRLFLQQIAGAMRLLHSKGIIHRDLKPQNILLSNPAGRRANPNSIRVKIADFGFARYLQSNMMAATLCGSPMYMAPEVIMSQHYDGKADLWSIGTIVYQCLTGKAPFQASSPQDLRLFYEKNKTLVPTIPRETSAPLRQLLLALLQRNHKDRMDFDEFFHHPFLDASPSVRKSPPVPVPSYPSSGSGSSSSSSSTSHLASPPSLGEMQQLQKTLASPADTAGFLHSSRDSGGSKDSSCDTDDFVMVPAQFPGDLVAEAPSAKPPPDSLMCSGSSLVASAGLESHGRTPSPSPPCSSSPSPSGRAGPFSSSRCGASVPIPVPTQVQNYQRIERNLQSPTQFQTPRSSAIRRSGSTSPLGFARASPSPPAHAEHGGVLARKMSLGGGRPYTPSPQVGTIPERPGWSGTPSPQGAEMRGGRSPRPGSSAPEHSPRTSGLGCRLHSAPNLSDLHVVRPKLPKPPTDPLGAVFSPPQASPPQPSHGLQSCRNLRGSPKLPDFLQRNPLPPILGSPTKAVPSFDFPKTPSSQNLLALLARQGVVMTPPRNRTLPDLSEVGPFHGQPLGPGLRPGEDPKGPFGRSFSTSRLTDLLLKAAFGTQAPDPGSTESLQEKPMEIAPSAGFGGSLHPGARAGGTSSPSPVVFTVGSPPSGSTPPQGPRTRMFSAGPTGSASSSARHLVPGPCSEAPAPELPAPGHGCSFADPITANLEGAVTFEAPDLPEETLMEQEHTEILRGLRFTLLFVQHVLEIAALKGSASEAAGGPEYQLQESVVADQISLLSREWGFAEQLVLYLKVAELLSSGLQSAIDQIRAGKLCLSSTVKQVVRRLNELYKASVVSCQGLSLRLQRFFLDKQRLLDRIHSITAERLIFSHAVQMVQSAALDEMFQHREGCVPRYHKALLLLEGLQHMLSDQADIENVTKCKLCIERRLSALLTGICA
* hit, by the source's call; . = not tested or not shown.

SMILES | ASK1 primary | ULK1 primary
O=C(NCCO)c1ccc(-c2ccccc2)s1 | -6 | 6
COc1ccc(CCNc2nc(N3CCN(c4ccccn4)CC3)ncc2C)cc1 | 0 | -13
COc1ccc2c(c1)CC(C(=O)Nc1ccc(-c3cn[nH]c3C)cc1OCCN1CCCC1)CO2 (centres undefined) | 9 | 7
NC(=O)c1ccc(-c2ncc(C(=O)NCCO)s2)cc1 | -19 | 5
NC(C(=O)N1CCC(Nc2ccc3[nH]ncc3c2)CC1)c1cccc(Cl)c1 (centres undefined) | -33 | -5
CN1CCC(n2c(C3COc4ccccc4O3)nc3ccc(-c4ccncc4)cc32)CC1 (centres undefined) | 3 | 5
O=C(Nc1ccc(-c2ccncc2)cc1)C1COc2ccc3ccccc3c2O1 (centres undefined) | 5 | -13
COc1nc(NCCN(C(C)C)C(C)C)nc(-c2ccc(N3CCOCC3)nc2)n1 | 2 | 6
Cc1cc(NCc2ccccc2)nc(NCc2cccnc2)n1 | -12 | 0
CCCNC(=O)c1cnc(-c2ccc(OC)nc2)s1 | -12 | -2
COc1cccc(CN(CCCN2CCCC2)C(=O)Nc2ccc(-c3cn[nH]c3)cc2OCCCO)c1 | -14 | 2
Nc1nc(-c2ccc(C(=O)NC3CC3)cc2)nc2c1ncn2CCN1CCCC1=O | 0 | 4
NC(=O)c1ccc(-c2cncc(C(=O)Nc3ccc(Oc4ccccc4)cc3)c2)cc1 | -7 | -2
COc1ccc(-c2nc(C(=O)Nc3ccc(Oc4ccccc4)cc3)cs2)cc1 | -5 | -8
c1ccc(-n2cnc3c(NCc4nc5ccccc5[nH]4)nc(Nc4ccncc4)nc32)cc1 | 5 | 15
N#C/C(=C/c1ccco1)C(=O)Nc1ccccc1Br | . | 4
Oc1ccc(CCNc2nc(Nc3ccccc3)nc3c2ncn3-c2ccsc2)cc1 | 14 | -22
CC(=O)Nc1ccc(Nc2nc(N3CCOCC3)ncc2C)cc1 | 3 | 22
O=C(NCc1cccnc1)c1cnc(NCCCN2CCCC2=O)s1 | 3 | 1
COc1cc(-c2cn[nH]c2)ccc1C(=O)NCC1COc2ccccc2O1 (centres undefined) | -14 | -7
COc1cc2nc(-c3c(C)nn(C)c3C)nc(Nc3ccc(NC(C)=O)cc3)c2cc1OC | -5 | -8
COc1ccc(-c2nc3ncnc(NCCN4CCOCC4)c3[nH]2)cn1 | -2 | -2
CC(=O)Nc1ccc(NC(=O)c2cccc(-c3ccc(C(=O)NC4CC4)cc3)c2)cc1 | 9 | 47*
Cc1nc(C)n(-c2ccc(Nc3nccc(-c4noc(C)c4-c4cn[nH]c4C)n3)cc2)n1 | 4 | 12
CSc1nc2cc(Oc3cccc(Cl)c3Cl)c(Cl)cc2[nH]1 | . | -33

Further structures follow:
SMILES | ASK1 primary | ULK1 primary
CCN(CC)c1nc(NCc2nc3ccccc3[nH]2)nc(N2CCCC2CO)n1 (centres undefined) | -6 | 4
O=C(Nc1cc(Nc2cccc(Oc3ccccc3)c2)ccn1)C1CCOC1 (centres undefined) | -2 | 7
O=C(NCc1ccc(-c2ccncc2)cc1)C1COc2ccccc2O1 (centres undefined) | 1 | -3
CCN(CC)C(=O)C1CCCN(c2cc(NC3CCN(Cc4ccccc4)CC3)nc(N)n2)C1 (centres undefined) | -9 | 16
CC(C)N(CCNC(=O)c1ccnc(Nc2ccc(-n3ccnc3)cc2)c1)C(C)C | -5 | -7
O=C(Nc1ccc(Oc2ccccc2)cc1)c1cc(NCCCN2CCCC2=O)nc2ccccc12 | 9 | -2
CC(C)N(CCNc1nc(-c2ccc(C(N)=O)cc2)nc2c1ncn2CCN1CCCC1=O)C(C)C | -11 | -1
O=C(NCCN1CCCC1)c1cccc(CN(C(=O)c2nc3ccc(-c4cn[nH]c4)cc3s2)C2CC2)c1 | -13 | 9
CCN1CCN(c2c(Cl)cccc2NS(=O)(=O)c2ccc(OC)cc2)CC1 | -10 | 4
c1cncc(CN(Cc2ccc3c(c2)CCO3)C2CC2)c1 | . | -25
COc1cc(Nc2nc(-c3cccc(C(C)=O)c3)nc3c2ncn3Cc2ccc(C(F)(F)F)cc2)cc(OC)c1OC | -11 | -26
Cc1noc(C)c1-c1cncc(C(=O)NCCOc2ccccc2)c1 | 0 | -1
O=C(NCc1ccccc1)c1ccc2nc(NC3CCN(Cc4ccccc4)CC3)sc2c1 | 3 | -8
O=C(NCc1cccnc1)c1cccc(NC2CCN(Cc3ccccc3)CC2)n1 | 2 | -10
COc1ccc(-c2[nH]c(=S)[nH]c(=O)c2C#N)cc1OC | . | -2
N#CCCNc1ncc(-c2ccc(F)cc2)cn1 | . | 8
c1ccc(CN2CCC(Nc3ncnc4nc(N5CCOCC5)[nH]c34)CC2)cc1 | -1 | 8
CC(C)(C)c1ncn(-c2ccc(Nc3nccc(-c4cn[nH]c4)n3)cc2)n1 | 0 | 18
Oc1ccc(CCNc2nc(-c3csc4ccccc34)nc3c2ncn3Cc2ccc(C(F)(F)F)cc2)cc1 | 3 | -52
Cc1cc(NC(=O)c2cc3ccccc3o2)n(-c2ncnc3c2cnn3-c2ccc(Cl)cc2)n1 | . | 10
Nc1cc(-c2ccc3nc(C4Cc5ccccc5O4)[nH]c3c2)ncn1 (centres undefined) | 11 | 6
CCN=C1SC(CC(=O)NCC)C(=O)N1CC (centres undefined) | . | -14
CCC(Sc1nc(N)cc(N)n1)C(=O)O (centres undefined) | . | -1
O=C(NCCOc1ccccc1)C1CCN(c2ccc(Nc3cnccn3)nn2)CC1 | -13 | -6
O=C(NCc1nnnn1-c1ccccc1)NC1CCCCC1 | . | 1

Going on with the list:
SMILES | ASK1 primary | ULK1 primary
S=c1nc[nH]c2c1[nH]c1ccccc12 | . | 20
OCCNc1ncnc2nc(Nc3ccc(N4CCOCC4)cc3)[nH]c12 | 1 | 6
COc1ccc(-c2nc(C)cc(Nc3cc(OC)c(OC)c(OC)c3)n2)cc1 | 0 | -23
COC(=Nc1cccc(F)c1N1CCC2(CC1)OCCO2)c1ccc(Br)o1 | 8 | -3
CCC(=O)N(Cc1cc2cc(C)ccc2[nH]c1=O)CC1CCCO1 (centres undefined) | . | -2
O=C(Nc1ccccc1-c1nc2ccccc2[nH]1)C1CCCCN1S(=O)(=O)c1cccs1 (centres undefined) | . | -44
COc1ccc(-c2cnc(NCCCO)nc2)cc1 | . | -5
CCOc1ccccc1OCCN[C@H](C)Cc1ccc(OC)c(S(N)(=O)=O)c1 | . | -24
COc1cc(Nc2nc(Nc3cc(OC)c(OC)c(OC)c3)c3ncn(CCN4CCCC4=O)c3n2)cc(OC)c1OC | 13 | 2
COc1ccc(-c2ncc(C)c(NCCOc3ccccc3)n2)cc1 | 0 | -9
O=C(Nc1cc(F)c(-c2cn[nH]c2)c(F)c1)C1COc2ccccc2C1 (centres undefined) | 6 | 11
FC(F)(F)c1ccc(Cn2cnc3c(NCc4ccccc4)nc(Nc4nccc5ccccc45)nc32)cc1 | -24 | -6
COc1cc(NC(=O)C2CCN(c3ccc(NCc4cccnc4)nn3)CC2)cc(OC)c1OC | 14 | 33
O=C(NC1CC1)c1ccc(-c2cccc(C(=O)Nc3ccccc3)n2)cc1 | 1 | 5
CC(CNC(=O)c1ccc2c(c1)CC(c1nc3ccc(-c4ccnc(N)n4)cc3[nH]1)CO2)c1ccccc1 (centres undefined) | 19 | -126
Cc1nn(C)c(C)c1-c1cncc(C(N)=O)c1 | -5 | 7
CC(C)n1c(N2CCN(c3ccccn3)CC2)nc2c(NCCc3ccc(O)cc3)ncnc21 | -7 | 1
CC(C)n1cnc2c(NCc3cccc(C(F)(F)F)c3)nc(NC3CCN(Cc4ccccc4)CC3)nc21 | 27 | -17
Cn1c(Nc2cc(NCc3ccccc3)nc(N)n2)nc2ccccc21 | 4 | -7
COC(=O)c1cccc(-n2cc(Nc3nccc(-c4cncc(N5CCOCC5)c4)n3)cn2)c1 | 16 | -1
CCN(CC)C(=O)C1CCCN(c2nc(Nc3ccc(Oc4ccccc4)cc3)c3ncn(CCN4CCCC4=O)c3n2)C1 (centres undefined) | 16 | -36
CC(C)(C)OC(=O)N1CCN(c2ccc(Oc3cc(Nc4ccccc4-c4ncn[nH]4)c(C(F)(F)F)cn3)cc2)CC1 | 5 | -16
NC(=O)C1CCN(c2ccc(Nc3nccc4ccccc34)nn2)CC1 | -3 | 3
CN1[C@@H]2CC[C@H]1CC(OC(=O)[C@H](CO)c1ccccc1)C2 (some centres undefined) | . | -7
Cc1cnc(Nc2ccc(N3CCOCC3)cc2)nc1Nc1ccccc1-c1ncn[nH]1 | -18 | 70*

Filtered by structure: the compounds so far containing sulfur
SMILES | ASK1 primary | ULK1 primary
O=C(NCCO)c1ccc(-c2ccccc2)s1 | -6 | 6
NC(=O)c1ccc(-c2ncc(C(=O)NCCO)s2)cc1 | -19 | 5
CCCNC(=O)c1cnc(-c2ccc(OC)nc2)s1 | -12 | -2
COc1ccc(-c2nc(C(=O)Nc3ccc(Oc4ccccc4)cc3)cs2)cc1 | -5 | -8
Oc1ccc(CCNc2nc(Nc3ccccc3)nc3c2ncn3-c2ccsc2)cc1 | 14 | -22
O=C(NCc1cccnc1)c1cnc(NCCCN2CCCC2=O)s1 | 3 | 1
CSc1nc2cc(Oc3cccc(Cl)c3Cl)c(Cl)cc2[nH]1 | . | -33
O=C(NCCN1CCCC1)c1cccc(CN(C(=O)c2nc3ccc(-c4cn[nH]c4)cc3s2)C2CC2)c1 | -13 | 9
CCN1CCN(c2c(Cl)cccc2NS(=O)(=O)c2ccc(OC)cc2)CC1 | -10 | 4
O=C(NCc1ccccc1)c1ccc2nc(NC3CCN(Cc4ccccc4)CC3)sc2c1 | 3 | -8
COc1ccc(-c2[nH]c(=S)[nH]c(=O)c2C#N)cc1OC | . | -2
Oc1ccc(CCNc2nc(-c3csc4ccccc34)nc3c2ncn3Cc2ccc(C(F)(F)F)cc2)cc1 | 3 | -52
CCN=C1SC(CC(=O)NCC)C(=O)N1CC (centres undefined) | . | -14
CCC(Sc1nc(N)cc(N)n1)C(=O)O (centres undefined) | . | -1
S=c1nc[nH]c2c1[nH]c1ccccc12 | . | 20
O=C(Nc1ccccc1-c1nc2ccccc2[nH]1)C1CCCCN1S(=O)(=O)c1cccs1 (centres undefined) | . | -44
CCOc1ccccc1OCCN[C@H](C)Cc1ccc(OC)c(S(N)(=O)=O)c1 | . | -24

(more compounds)
SMILES | ASK1 primary | ULK1 primary
FC(F)(F)c1ccc(Cn2cnc3c(NCCN4CCOCC4)nc(Nc4ccccc4)nc32)cc1 | 4 | -28
COc1ccc(CCNc2cc(-c3cccc(N)c3)nc(N)n2)cc1 | 1 | -1
CNC(=O)c1ccccc1Nc1cc(Nc2ccc3[nH]cc(C(=O)C(=O)N(C)C)c3c2)ncc1C(F)(F)F | -14 | 75*
CCN(CC)C(=O)C1CCCN(c2nc(C)cc(NCc3cccc(C(F)(F)F)c3)n2)C1 (centres undefined) | 7 | 5
Cc1nc(-c2cncc(-c3ccc(F)cc3)c2)cc(N2CCC3(CC2)OCCO3)n1 | . | -2
COc1cc2nc(Nc3ccc(C(F)(F)F)cc3)nc(Nc3ccccc3)c2cc1OC | -20 | -57
O=C(Nc1ccc2[nH]ncc2c1)[C@H]1CCCN1 | -12 | 45*
CN(Cc1ccccc1)c1cc(-c2cccnc2)nc(-c2cccnc2)n1 | . | -5
COc1cc2nc(Nc3ccncc3)nc(Nc3ccc(N4CCOCC4)cc3)c2cc1OC | 42* | -4
Oc1ccc(CCNc2nc(Nc3ccccn3)nc3c2ncn3-c2ccsc2)cc1 | -8 | -21
COCC(=O)N/N=C(\C)CC(=O)Nc1ccccc1C(N)=O | . | -1
C=CCNc1sc(C(=O)c2ccc(Cl)cc2)c(N)c1C#N | . | -14
CCOc1ccc(NC(=O)c2sc3nc(-c4ccccc4)cn3c2C)cc1 | . | -5
O=C(NC1CC1)c1ccc(Nc2cccnc2)s1 | -6 | 21
c1ccc(Nc2cc(Nc3ccncc3)ncn2)cc1 | 20 | 61*
FC(F)(F)c1cccc(CNc2ccnc(NCCN3CCOCC3)n2)c1 | -27 | -12
COc1ccc(CCNc2ccnc(NC3CCC(O)CC3)n2)cc1 (centres undefined) | -8 | -1
NC(=O)c1ccc(F)cc1Nc1ccnc(Nc2ccc(N3CCOCC3)cc2)c1 | 13 | 13
COc1ccc(-c2cc(NCCN(C(C)C)C(C)C)nc(N)n2)cc1 | 2 | -8
Nc1n[nH]c2c(Br)cc(NC(=O)C(O)c3ccc(Br)cc3)cc12 (centres undefined) | -23 | 26
O=C(Nc1cc(-c2ccncc2)c[nH]c1=O)C1COc2c(ccc3ccccc23)O1 (centres undefined) | 6 | -12
CC1=NN(C(N)=S)C(=O)C1N=Nc1ccc(S(=O)(=O)O)c2ccccc12 (centres undefined) | . | -22
CCOC(=O)N1CCN(c2ccc(S(C)(=O)=O)cc2F)CC1 | . | -6
CC(C)CCc1ccc(C2(C)NC(=O)NC2=O)cc1 (centres undefined) | . | 3
CCc1ccc(OCC(=O)Nc2ccc(Cl)c([N+](=O)[O-])c2)cc1 | . | -9

(next part)
SMILES | ASK1 primary | ULK1 primary
O=C(NCCN1CCOCC1)c1ccnc(-n2ncc3cc(Nc4ccc(F)cc4)ccc32)c1 | 6 | -31
O=C(NCCCN1CCCC1=O)c1cncc(Nc2ncccn2)c1 | -7 | 11
CC1C(=O)Nc2cc(S(C)(=O)=O)ccc2N1C(=O)C1CCCCC1 (centres undefined) | . | 6
CCCNc1nc(NCCN2CCOCC2)nc2c1ncn2-c1ccsc1 | -14 | 2
c1cncc(CNc2cc(Nc3ccc4c(c3)OCO4)ncn2)c1 | 5 | -1
CC(=O)Nc1ccc(NC(=O)c2cc(NCCN3CCOCC3)nc3ccccc23)cc1 | -18 | 22
c1ccc(-c2nc3ncnc(Nc4ccc(N5CCOCC5)cc4)c3[nH]2)cc1 | 15 | -1
c1ccc2[nH]ccc2c1 | . | 83*
O=C(NC1CC1)c1cnc(Nc2ccc3ncccc3c2)s1 | 3 | 12
Nc1ccc(S(=O)(=O)Nc2ccnn2-c2ccccc2)cc1 | . | 15
c1ccc(CN2CCC(Nc3cc(NC4CCN(Cc5ccccc5)CC4)ncn3)CC2)cc1 | -10 | -13

Compound activity (PubChem BioAssay)
